Rev-erbA mod = modulators of human Rev-erb alpha DNA binding | 370,000 tested, 0.79% active | activity, % at 10 µM | Rev-erbα–FITC-DNA binding, fluorescence polarization, 90 min | P20393;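 active = activity above about 14%, limit read from the data; passing the limit was not always enough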;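 also: 0% = DMSO wells with 35 nM protein and 100% = DMSO wells with 750 nM protein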
MBD2 inh = MBD2-methylated oligo binding inhibition; TR-FRET, MBD2 binding to methylated oligonucleotide; inhibition, % at 4.4 µM; 370,000 tested, 0.31% active; in the data active = inhibition above about 13%
Target sequence (Q9UBB5 whole entry, looked up): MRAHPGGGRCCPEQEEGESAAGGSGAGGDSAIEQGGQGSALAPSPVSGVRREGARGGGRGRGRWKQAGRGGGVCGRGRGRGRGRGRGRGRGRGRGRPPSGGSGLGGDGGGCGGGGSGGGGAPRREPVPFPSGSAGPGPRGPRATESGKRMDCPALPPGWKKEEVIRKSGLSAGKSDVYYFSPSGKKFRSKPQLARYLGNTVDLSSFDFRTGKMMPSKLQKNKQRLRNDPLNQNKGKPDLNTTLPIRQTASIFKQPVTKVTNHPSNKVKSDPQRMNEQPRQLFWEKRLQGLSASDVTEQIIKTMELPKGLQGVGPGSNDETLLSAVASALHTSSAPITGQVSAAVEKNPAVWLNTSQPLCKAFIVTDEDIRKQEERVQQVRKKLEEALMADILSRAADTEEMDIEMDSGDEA
LEDGF integ inh = blocks HIV-1 LEDGF/p75-dependent DNA integration; TR-FRET IN-LEDGF/p75 DNA integration, Eu/Cy5; inhibition, % at 3.7 µM; 370,000 tested, 0.64% active;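 active = inhibition above the screen-wide mean plus 3 SD, cut at about 13% in these data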;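 also: signal is the Cy5 over europium emission ratio at 671 and 618 nm; 0% = plate median of compound wells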
PG9 binder = binds the HIV-1 gp120 antibody PG9 | TR-FRET gp120-PG9 antibody binding | inhibition, % at 6.7 µM | 360,000 tested, 0.43% active | AID 624416; in the data active = inhibition above about 8.5%
TCR CD3 inh = blocks the human TCR-CD3 interaction | inhibition, % at 9.4 µM | TAMRA-labeled TCR probe fluorescence, biochemical | 360,000 tested, 0.37% active; in the data active = inhibition above about 19%;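 also: recombinant mutant TCR 2C K166C tagged with TAMRA read by polarization; 0% = receptor in buffer alone and 100% = receptor with positive control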
UHRF1 MBD2 ctr = human UHRF1 methylated DNA binding inhibitors; UHRF1 binding to methylated oligo, TR-FRET; inhibition, % at 4.4 µM; 370,000 tested, 0.75% active; AID 687016; in the data active = inhibition above about 21%;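 also: UHRF1 SRA domain binding a hemimethylated CpG hairpin DNA probe; 0% = median of test compound wells and 100% = reference inhibitor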
PRMT1 inh = inhibitors of human PRMT1 | Q99873 | recombinant PRMT1, activity-based probe fluorescence polarization | inhibition, % at 2.79 µM | 370,000 tested, 1.3% active | AID 652257;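 active = inhibition above about 21% made by adding two undisclosed values, limit read from the data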
Target sequence (Q99873 whole entry, looked up): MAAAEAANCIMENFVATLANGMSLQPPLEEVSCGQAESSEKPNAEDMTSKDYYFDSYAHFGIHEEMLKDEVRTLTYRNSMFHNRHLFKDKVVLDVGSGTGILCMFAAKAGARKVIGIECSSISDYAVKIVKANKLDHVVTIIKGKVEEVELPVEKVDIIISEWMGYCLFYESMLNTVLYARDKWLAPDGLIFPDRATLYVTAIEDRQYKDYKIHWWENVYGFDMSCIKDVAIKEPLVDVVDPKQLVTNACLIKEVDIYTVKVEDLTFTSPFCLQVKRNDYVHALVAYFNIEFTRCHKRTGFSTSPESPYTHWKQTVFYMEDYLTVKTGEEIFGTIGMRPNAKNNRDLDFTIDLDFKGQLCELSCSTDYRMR
HTRA1 inh = inhibitors of human serine peptidase HTRA1; Q92743; 340,000 tested, 0.5% active; inhibition, % at 5.96 µM; recombinant HTRA1, FP-rhodamine activity-based probe, fluorescence polarization; in the data active = inhibition above about 36%;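 also: 0% = enzyme with DMSO and 100% = wells lacking enzyme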
rCAG RNA binder = molecules binding r(CAG) RNA repeats; inhibition, % at 3 µM; r(CAG) RNA repeat, TO-PRO-1 dye displacement fluorescence; 370,000 tested, 1.3% active;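 active = inhibition above the plate cutoff, the mean of all test compounds on that plate plus 3 SD, cut at about 35% in these data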;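 also: 0% = DMSO alone and 100% = 100 µM mitoxantrone as full dye displacement; higher means more dye released from RNA so lower well fluorescence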
ABHD4 inh = ABHD4 (mouse) inhibition, primary FP screen; Q8VD66; purified mABHD4, FP-Rh probe fluorescence polarization; inhibition, % at 8.92 µM; 370,000 tested, 0.54% active; AID 720543;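 active = inhibition exceeding the mean over every tested compound plus 3 SD, cut at about 30% in these data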;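 also: 0% = plate median of compound wells and 100% = S159A mutant with DMSO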
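Assay system: wild-type mouse ABHD4 protein; compound: single nominal dose of 8.92 µM, 0.89% DMSO final; schedule: 45 min + 60 min at 25 °C; measured by: FP readout, ex 525 nm / em 598 nm; evaluation: % inhibition of FP-Rh probe binding versus controls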
Active calls of the source: *; · = not tested or not shown. This is a subset; rates above refer to the full screens.

SMILES	Rev-erbA mod	MBD2 inh	LEDGF integ inh	PG9 binder	TCR CD3 inh	UHRF1 MBD2 ctr	PRMT1 inh	HTRA1 inh	rCAG RNA binder	ABHD4 inh
CCCCOC(=O)Nc1ccccc1C(N)=O	2	1	1	-3.6	5	4	2	5	2	2
O=C(COC(=O)CN1C(=O)c2ccccc2C1=O)Nc1ccc(S(=O)(=O)N2CCCC2)cc1	8	0	2	-0.1	2	2	3	5	10	14
Cc1csc2nc(O)c(C(=O)NCc3ccc4c(c3)OCO4)c(=O)n12	2	3	1	-1.5	8	-3	0	-4	4	8
COC(=O)c1ccc(N2CCOCC2)c(NC(=O)c2cc3ccccc3o2)c1	4	0	5	0.3	-6	1	2	1	13	3
COc1cccc(CN(C)C(=O)C(CCSC)NS(=O)(=O)c2ccc3c(c2)OCCO3)c1OC (stereo not given)	-4	0	2	-2.2	-1	-1	-3	0	-4	0
O=C1C(=O)N(Cc2ccco2)C(c2cccs2)/C1=C(\O)c1cccc([N+](=O)[O-])c1 (stereo not given)	0	-5	1	-2.0	5	-1	1	-10	14	5
O=C(COC(=O)c1cc2c(s1)CCCC2)Nc1ccc(Cl)cn1	2	-7	2	3.4	-6	2	1	-1	3	7
O=C(Cn1cnc2c(cnn2-c2ccc(Cl)cc2)c1=O)NCC1CCCO1 (stereo not given)	-1	-5	0	0.6	7	1	-3	4	1	2
Cc1ccc(C(=O)CC(C(=O)O)n2cccn2)cc1 (stereo not given)	6	1	1	0.3	0	0	3	-4	-1	-4
Cc1ccccc1CSc1ccc(S(=O)(=O)N2CCCC2)cn1	3	-2	1	-0.1	2	0	1	-14	4	-12
Cc1ccc(/C(N)=N/OC(=O)N2CCOCC2)cc1	-4	-5	3	-0.9	3	0	-1	2	0	-1
CC(C)(O)C#Cc1ccc(C(=O)NCCc2ccc(S(N)(=O)=O)cc2)cc1	5	1	2	-0.7	5	-6	-1	3	0	1
COc1ccc(Cl)cc1N1C(=O)c2cccnc2C1=O	-1	0	-5	-1.6	-4	3	7	2	0	14
C=CCn1c(SCC(=O)NCCCC(=O)OCC)nc2scc(-c3ccco3)c2c1=O	-4	-7	4	2.8	2	-2	4	3	2	-2
O=C(O)c1ccc(N2C(=O)C3ON(c4ccccc4)C(c4ccccc4F)C3C2=O)cc1 (stereo not given)	-3	2	-1	-0.1	5	-1	-4	-4	12	-3
CN(Cc1ccccc1)C(=O)CC(c1ccccc1)c1cc(Cl)ccc1O (stereo not given)	2	-3	-3	-2.1	3	-6	-5	-55	4	-4
COCC1CCN(Cc2c(C(=O)N3CCOCC3)nc3c(C)cccn23)C1 (stereo not given)	-11	0	-3	2.0	-5	0	0	6	2	0
C=CCSC1=N/C(=C\c2cc(OCC)c(OC(C)=O)c([N+](=O)[O-])c2)C(=O)S1	20	-2	32*	-4.8	6	19	28*	28	41*	37*
CS(=O)(=O)N1N=C(c2cccs2)CC1c1ccco1 (stereo not given)	-2	5	4	1.5	-3	4	41*	-5	7	2
NC(=O)NC(Cc1ccccc1)C(=O)Nc1ccc(S(N)(=O)=O)cc1 (stereo not given)	-3	0	-4	-0.8	-6	1	5	5	2	3
O=C(NCCc1ccc(F)cc1)c1ccc(S(=O)(=O)N2CCCCC2)cc1	-3	0	4	1.6	1	-2	-3	-7	-3	1
CCOCCCNC(=O)c1ccc(NC(=O)C2CCCO2)cc1 (stereo not given)	2	5	-3	0.4	-2	0	3	-1	-4	11
CN(C)S(=O)(=O)c1ccc(C(=O)NCc2ccc3[nH]c4c(c3c2)CCCC4)cc1	0	3	-2	-1.3	3	-1	0	-2	14	7
CCC(=O)N1CCc2cc(Br)c(S(=O)(=O)NC3CCN(Cc4ccccc4)CC3)cc21	0	1	-2	·	·	3	-2	·	2	-3
COc1ccc(NC(=O)CN(C)C(=O)C(C)N2C(=O)c3ccccc3C2=O)cc1 (stereo not given)	0	8	-2	1.8	1	5	5	-2	-3	-5
CNc1ccc(C2(O)C(=O)c3ccccc3C2=O)cc1	-3	-2	0	-2.8	2	3	-1	-2	1	-4
Cc1ccc(CN(C)C(=O)c2cc(S(=O)(=O)N3CCOCC3)ccc2F)o1	1	-2	-3	-0.3	-1	-1	0	0	4	-1
Cc1ccc(-n2nc3cc(C)c(NC(=S)NC(=O)/C=C/c4ccco4)cc3n2)cc1	-10	0	4	0.3	6	2	3	-30	25	2
Cc1ccc(C(=O)Nc2ccc(CC(=O)O)cc2)o1	-3	3	2	1.5	-5	6	3	-4	1	0
C=CCn1c(Cc2c[nH]c3ccccc23)n[nH]c1=S	-3	2	1	-2.9	0	2	1	-4	3	2
O=C(COc1ncnc2scc(-c3ccccc3)c12)NC1CCCc2ccccc21 (stereo not given)	-1	-1	1	-4.3	-3	2	-3	7	2	-4
CC(=O)c1c(C)c(C)c2n1CCn1c(C)ccc1-2	11	-2	10	-2.3	10	-5	10	-5	-1	-5
COCCOC(=O)C1=C(C)NC(=O)NC1/C=C/c1ccccc1 (stereo not given)	-6	-3	0	0.3	2	0	-5	3	-2	-7
Cc1cc(=O)n2cc(-c3ccccc3)nc2[nH]1	-2	-7	-2	-1.6	5	-1	-1	0	3	5
O=S1(=O)N=C(N=Nc2c(O)[nH]c3ccccc23)c2ccccc21	2	-5	3	-5.2	7	-9	-3	3	5	-5
CC1=C(C(=O)N(C(C)C)C(C)C)CC(CC(=O)NCCc2ccccn2)C(=O)N1CCC1=CCCCC1 (stereo not given)	-5	-4	2	-0.3	-4	-2	2	·	-3	1

Laid out differently: 16 of the compounds above
smiles,Rev-erbA mod,MBD2 inh,LEDGF integ inh,PG9 binder,TCR CD3 inh,UHRF1 MBD2 ctr,PRMT1 inh,HTRA1 inh,rCAG RNA binder,ABHD4 inh
Cc1ccccc1CSc1ccc(S(=O)(=O)N2CCCC2)cn1,3,-2,1,-0.1,2,0,1,-14,4,-12
Cc1ccc(/C(N)=N/OC(=O)N2CCOCC2)cc1,-4,-5,3,-0.9,3,0,-1,2,0,-1
CC(C)(O)C#Cc1ccc(C(=O)NCCc2ccc(S(N)(=O)=O)cc2)cc1,5,1,2,-0.7,5,-6,-1,3,0,1
COc1ccc(Cl)cc1N1C(=O)c2cccnc2C1=O,-1,0,-5,-1.6,-4,3,7,2,0,14
C=CCn1c(SCC(=O)NCCCC(=O)OCC)nc2scc(-c3ccco3)c2c1=O,-4,-7,4,2.8,2,-2,4,3,2,-2
O=C(O)c1ccc(N2C(=O)C3ON(c4ccccc4)C(c4ccccc4F)C3C2=O)cc1 (stereo not given),-3,2,-1,-0.1,5,-1,-4,-4,12,-3
CN(Cc1ccccc1)C(=O)CC(c1ccccc1)c1cc(Cl)ccc1O (stereo not given),2,-3,-3,-2.1,3,-6,-5,-55,4,-4
COCC1CCN(Cc2c(C(=O)N3CCOCC3)nc3c(C)cccn23)C1 (stereo not given),-11,0,-3,2.0,-5,0,0,6,2,0
C=CCSC1=N/C(=C\c2cc(OCC)c(OC(C)=O)c([N+](=O)[O-])c2)C(=O)S1,20,-2,32*,-4.8,6,19,28*,28,41*,37*
CS(=O)(=O)N1N=C(c2cccs2)CC1c1ccco1 (stereo not given),-2,5,4,1.5,-3,4,41*,-5,7,2
NC(=O)NC(Cc1ccccc1)C(=O)Nc1ccc(S(N)(=O)=O)cc1 (stereo not given),-3,0,-4,-0.8,-6,1,5,5,2,3
O=C(NCCc1ccc(F)cc1)c1ccc(S(=O)(=O)N2CCCCC2)cc1,-3,0,4,1.6,1,-2,-3,-7,-3,1
CCOCCCNC(=O)c1ccc(NC(=O)C2CCCO2)cc1 (stereo not given),2,5,-3,0.4,-2,0,3,-1,-4,11
CN(C)S(=O)(=O)c1ccc(C(=O)NCc2ccc3[nH]c4c(c3c2)CCCC4)cc1,0,3,-2,-1.3,3,-1,0,-2,14,7
CCC(=O)N1CCc2cc(Br)c(S(=O)(=O)NC3CCN(Cc4ccccc4)CC3)cc21,0,1,-2,·,·,3,-2,·,2,-3
COc1ccc(NC(=O)CN(C)C(=O)C(C)N2C(=O)c3ccccc3C2=O)cc1 (stereo not given),0,8,-2,1.8,1,5,5,-2,-3,-5

(cont.)
SMILES	Rev-erbA mod	MBD2 inh	LEDGF integ inh	PG9 binder	TCR CD3 inh	UHRF1 MBD2 ctr	PRMT1 inh	HTRA1 inh	rCAG RNA binder	ABHD4 inh
Cc1ccc(-c2nn3c(C)nnc3s2)cc1NC(=O)c1ccc(Br)o1	4	8	-3	-0.1	0	-2	9	-4	6	2
CCOC(=O)c1sc(=S)n2c1[nH]c(=O)c1ccc(C(=O)OC)cc12	-1	-3	0	0.3	11	-1	5	-1	9	6
Cc1ccc(-c2csc3ncn(Cc4ccc(C(=O)O)cc4)c(=O)c23)cc1C	-4	-3	6	1.6	3	1	-1	-3	31	-79
CS(=O)(=O)Cc1cccc(C(=O)NN(c2ccccc2)c2ccccc2)c1	1	6	-7	1.6	-16	1	6	-2	5	-16
CCCOc1ccc(Cc2c(O)nc(N)[nH]c2=O)cc1C	1	-4	0	-0.9	8	-1	-1	6	8	2
CCCN1CCN(C(=O)C(C)n2nc(C)c3sc4ccccc4c3c2=O)CC1 (stereo not given)	9	-4	3	-1.1	10	-4	1	1	-7	-7
Cn1cc(C(=O)C(=O)N2CCCCC2)c2ccccc21	4	-6	2	-0.7	6	-3	8	-7	19	8
CCCNC(=O)N1c2ccccc2Sc2ccccc21	3	0	-2	-1.3	-1	14	0	3	-6	-1
CC(C)CNC(=O)c1cccc(NC(=O)c2ccco2)c1	-1	3	0	-2.7	0	-3	1	3	-2	4
Cc1cc(C)cc(OCC(=O)O/N=C(\N)c2ccccn2)c1	2	2	-2	0.2	0	-1	3	0	-3	-5
Cc1cc(C=O)c(C)n1-c1cc(C(F)(F)F)ccc1N1CCOCC1	-2	1	0	-0.6	4	-2	0	-1	-11	9
COc1cccc(C2CCCN2Cc2nc(CC3CC3)no2)c1 (stereo not given)	0	2	3	-2.6	6	0	-1	-7	-9	-4
COc1ccc(-c2nnn(CC#N)n2)cc1OC	-5	1	-7	0.4	3	-1	-2	0	-2	-1
NC(=O)CCN(Cc1ccccc1)S(=O)(=O)c1ccccc1	0	-4	3	-1.0	5	-1	-2	4	0	2
CCOc1ccc(-n2c(SCC(=O)Nc3ccc4c(c3)OCO4)nc3c(c2=O)SCC3)cc1	-6	-1	1	-1.2	9	-1	-3	6	7	-2
CCOC(=O)c1c(C)nc2c(c1-c1ccccc1)C(=O)c1ccccc1-2	0	-1	2	-2.3	2	-1	1	5	-2	3
CCN(CC)c1ccc(NC(=O)CSc2nnc(-c3ccc(Cl)cc3)n2Cc2ccco2)cc1	0	3	-1	·	·	1	-1	·	6	17

Screening data: PubChem BioAssay, several laboratories
